Screening data deposited in PubChem by The Scripps Research Institute Molecular Screening Center.
ASAP1 inh: blocks human ASAP1-stimulated Arf1 GTP hydrolysis. Q9ULH1. 360,000 compounds, 0.19% hits. AID 624377. GDP FP detection. inhibition, % at 16.5 µM; in the data active = inhibition above about 25%;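 note: 0% = vehicle with enzyme and substrate and 100% = no enzyme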
UHRF1 binding: human UHRF1 methylated DNA binding inhibitors | Q96T88 | UHRF1 binding to methylated oligo, TR-FRET | inhibition, % at 4.4 µM | 370,000 compounds, 0.75% hits | AID 687016; in the data active = inhibition above about 21%;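 note: UHRF1 SRA domain binding a hemimethylated CpG hairpin DNA probe; 0% = median of test compound wells and 100% = reference inhibitor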
PLC-beta3 inh: PLC-beta3 (human) inhibition, primary screen | Purified PLC-beta3, fluorogenic substrate, fluorescence | inhibition, % at 12.2 µM | 370,000 compounds, 0.18% hits | Q01970; in the data active = inhibition above about 11%;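 note: 0% = median of compound wells on plate and 100% = full blocker control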
proKLK7 act: proKLK7 (human) activation, primary screen; purified proKLK7, EDANS-DABCYL substrate fluorescence; 100% is mature enzyme control, 0% vehicle; activation, % at 7 µM; 370,000 compounds, 0.9% hits; AID 652039;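 active = activation above the mean of all tested compounds plus 3 SD, computed per campaign excluding outliers beyond control limits, cut at about 13% in these data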
Target sequence (P49862 whole entry, looked up): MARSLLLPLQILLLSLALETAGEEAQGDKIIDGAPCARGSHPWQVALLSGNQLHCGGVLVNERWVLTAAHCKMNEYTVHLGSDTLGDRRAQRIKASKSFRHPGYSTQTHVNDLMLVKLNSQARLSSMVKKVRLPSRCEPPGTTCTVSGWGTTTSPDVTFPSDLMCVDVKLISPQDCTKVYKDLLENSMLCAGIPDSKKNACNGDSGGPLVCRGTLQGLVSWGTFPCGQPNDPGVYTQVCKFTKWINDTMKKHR
Tn6 DDE FP: inhibitors of Tn6 peptide binding to human fibrin DD(E); Fibrin DD(E) TRITC-Tn6 fluorescence polarization displacement; inhibition, % at 8.3 µM; 370,000 compounds, 0.21% hits;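 active = inhibition above a per-campaign cutoff: mean of compounds within control limits plus 3 SD, cut at about 15% in these data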;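 note: 0% = median of all compound wells on the plate and 100% = blocking peptide control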
ADAM17 inh: inhibitors of human ADAM17. 370,000 compounds, 0.83% hits. recombinant ADAM17, EDANS/DABCYL FRET peptide cleavage. AID 720648. inhibition, % at 6.95 µM. P78536;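 active = inhibition above the mean of compounds lying between control limits plus 3 SD, set per campaign, cut at about 8.5% in these data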;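 note: 0% = DMSO-only wells as the low control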
Target sequence (P78536 215-824 limits assumed): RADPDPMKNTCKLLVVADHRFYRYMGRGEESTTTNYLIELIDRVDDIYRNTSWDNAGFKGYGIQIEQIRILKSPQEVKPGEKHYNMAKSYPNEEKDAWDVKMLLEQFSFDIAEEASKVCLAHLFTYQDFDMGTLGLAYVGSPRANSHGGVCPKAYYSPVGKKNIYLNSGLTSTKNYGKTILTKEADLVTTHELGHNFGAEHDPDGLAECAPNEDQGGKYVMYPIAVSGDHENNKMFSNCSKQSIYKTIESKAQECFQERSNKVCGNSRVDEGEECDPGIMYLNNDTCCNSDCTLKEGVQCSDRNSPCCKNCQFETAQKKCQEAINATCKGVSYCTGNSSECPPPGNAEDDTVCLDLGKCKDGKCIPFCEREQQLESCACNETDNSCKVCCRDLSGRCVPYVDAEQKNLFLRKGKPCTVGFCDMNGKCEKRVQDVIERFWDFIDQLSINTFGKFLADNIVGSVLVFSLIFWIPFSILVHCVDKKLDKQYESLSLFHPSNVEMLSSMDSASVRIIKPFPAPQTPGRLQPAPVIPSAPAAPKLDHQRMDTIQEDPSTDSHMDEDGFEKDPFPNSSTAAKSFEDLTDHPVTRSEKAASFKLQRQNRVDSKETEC
ARFGAP1 inh: inhibitors of rat ARFGAP1; inhibition, % at 16.5 µM; 360,000 compounds, 0.26% hits; Arfgap1-stimulated ARF1 GTP hydrolysis, GDP FP detection;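 active = inhibition above a per-plate limit, mean inhibition of low control wells plus 3 SD, cut at about 25% in these data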;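 note: 0% = DMSO wells with enzyme and 100% = wells lacking Arfgap1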
Target sequence (Q62848 1-136 limits assumed): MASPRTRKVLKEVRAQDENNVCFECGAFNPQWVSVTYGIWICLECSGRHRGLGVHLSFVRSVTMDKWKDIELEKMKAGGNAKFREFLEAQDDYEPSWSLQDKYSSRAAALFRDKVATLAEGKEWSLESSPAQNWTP
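Assay system: purified rat His6-Arfgap1 residues 1-136 (GAP domain); Reagent: human Δ17 ARF1 bound to GTP; Dosing: 16.5 µM single point, 1.26% DMSO; Times: GTP hydrolysis reaction 2 h at 25 °C; Signal: FP, GDP Alexa 633 tracer displaced from anti-GDP antibody, 620/688 nm; Measure: % inhibition from polarization.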
DDE Tn7 FP inh: disrupts Tn7 cyclic peptide binding to fibrin D-Dimer-E complex. P02675. FP displacement of FITC-Tn7 peptide from fibrin DD(E); 0% = median of compound wells per plate. inhibition, % at 8.3 µM. 370,000 compounds, 0.13% hits. AID 720508;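 active = inhibition above the mean of compounds falling within the control limits plus 3 SD of them, cut at about 14% in these data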;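 note: 0% = plate median of compound wells and 100% = 10 µM Aha-Tn7 peptide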
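System: human fibrin DD(E); quantity: Fibrin-DD(E) at 2 µM final; also added: fluorescent Tn7 probe at 0.1 µM; compound dosing: single nominal test concentration of 8.3 µM per compound; schedule: 10 min preincubation, 3 h with tracer, room temperature; detection: fluorescence polarization of the labelled Tn7 tracer; repeats: one replicate per compound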
PLC-gamma1 inh: inhibitors of human phospholipase C gamma1. P19174. purified PLC-gamma1, fluorogenic substrate, fluorescence. inhibition, % at 12.2 µM. 370,000 compounds, 0.84% hits; in the data active = inhibition above about 9.5%
MBD2 inh: blocks human MBD2 binding to methylated DNA | inhibition, % at 4.4 µM | Q9UBB5 | TR-FRET, MBD2 binding to methylated oligonucleotide | 370,000 compounds, 0.31% hits; in the data active = inhibition above about 13%
An asterisk follows results filed as active; / = not tested or not shown.

SMILES | ASAP1 inh | UHRF1 binding | PLC-beta3 inh | proKLK7 act | Tn6 DDE FP | ADAM17 inh | ARFGAP1 inh | DDE Tn7 FP inh | PLC-gamma1 inh | MBD2 inh
CC(C)Cc1ccc(C(C)C(=O)N2CCOCC2)cc1 (stereo not given) | -2 | -1 | 1 | 0.3 | -7 | -5 | 11 | 0 | 0 | 1
O=C(NNC(=O)c1cccnc1)NC1CCCCC1 | -1 | 1 | 5 | -0.4 | -5 | 0 | 8 | 3 | -1 | 2
COc1ccc(N/C=C\C(=O)c2ccc3ccccc3c2)cc1 | 0 | 5 | -49 | -0.8 | -2 | -3 | -4 | 10 | -33 | 8
CCC1=Nc2cc(C(=O)NCc3ccco3)ccc2Sc2ccc(C)cc21 | -7 | 3 | -3 | 0.4 | -2 | -1 | 5 | 3 | -1 | 2
CCCC(=O)NC(NC(=S)Nc1c(C)n(C)n(-c2ccccc2)c1=O)C(Cl)(Cl)Cl (stereo not given) | -8 | 0 | 2 | -0.4 | 4 | -7 | -4 | 4 | -3 | 2
Cc1ccc(S(=O)(=O)CCC(=O)OCc2nnc(-c3ccccc3Br)o2)cc1 | -18 | 2 | -8 | -0.9 | 4 | -1 | 10 | 2 | 0 | 0
COc1cc(CNCCSc2nnnn2C)cc(OC)c1OC | -11 | -1 | 0 | 0.3 | 0 | -1 | -3 | 1 | 9 | 4
COc1ccc(NC(=S)N(CCc2c(C)[nH]c3ccccc23)Cc2ccco2)cc1 | 23 | -1 | -2 | 0.5 | 5 | 0 | 12 | 2 | 0 | 3
O=[N+]([O-])c1cccc(OCc2cn3cccnc3n2)c1 | -1 | 1 | 0 | 0.0 | 8 | 0 | -1 | -4 | 1 | -1
O=C1NC[C@@H](Cc2ccc(O)cc2)N(CCCCC2CCCCC2)C1=O | 1 | 1 | 2 | -0.4 | 1 | -1 | 5 | 0 | 2 | 0
O=C(CN(Cc1ccc(F)cc1)C(=O)CCC(=O)Nc1ccccn1)NCc1ccco1 | -15 | 1 | 2 | 0.0 | 1 | -5 | 12 | 11 | 0 | 4
COCCCNC(=O)C[C@H]1C[C@@]2(C(=O)OC)C(=C[C@H](C(C)C)O[C@@H]2C2CC2)N(Cc2cccc3ccccc23)C1=O | / | 0 | -1 | -0.4 | -3 | -1 | / | 2 | 1 | 4
O=C(Nc1ccc(-c2csc(-c3ccccc3)n2)cc1)c1ccccc1Cl | 6 | 1 | -1 | -1.3 | -3 | 0 | 2 | 3 | -2 | -2
Cc1nn(C(=O)C2CC2)c(C)c1Sc1ccc(Cl)cc1 | -2 | 2 | 2 | 0.1 | 0 | 0 | -9 | -3 | 1 | 0
Cc1cccc(NC(=O)NC2CC3CCC(C2)N3Cc2ccco2)c1 (stereo not given) | -2 | -1 | -1 | -0.2 | -4 | -2 | -4 | 4 | -2 | -1
CCSc1nnc(NC(=O)c2cccnc2Cl)s1 | 9 | -1 | -2 | 0.2 | 1 | 2 | -1 | -4 | -4 | 6
O=S1(=O)C=CCN1Cc1cn(Cc2ccccc2)nn1 | / | 4 | 2 | -0.3 | -5 | -2 | / | -2 | 0 | -4
COC(=O)N/N=C/c1cn(Cc2ccccc2F)c2ccccc12 | -4 | 0 | -6 | 0.1 | 4 | -2 | 1 | 4 | 0 | -2
Cc1cc(NC(=O)c2c(F)cccc2Cl)no1 | 1 | 0 | 0 | -0.4 | 8 | -4 | -3 | -2 | -1 | -7
CC(=O)Nc1ccc(S(=O)(=O)N2CCN(c3nnnn3-c3ccccc3)CC2)cc1 | 8 | 4 | 0 | -0.3 | 5 | -1 | 3 | 0 | -63 | 0
CCCCCCn1cc(CN2CC(N3CCSCC3)CS2(=O)=O)nn1 (stereo not given) | 1 | 1 | 2 | 0.4 | 3 | -3 | -8 | 0 | 0 | -5
O=C(CNC(=O)c1ccccc1Cl)N/N=C/C=C/c1ccccc1 | -1 | -5 | 3 | 0.6 | 0 | 0 | 5 | -9 | -3 | -6
Cc1cc(C(=O)OCC(=O)NC2CCCCC2)c(C)o1 | -6 | -3 | 3 | -0.5 | 4 | -1 | 4 | 7 | 0 | 2
CCC(C)/C(C)=N/NC(=O)c1ccccc1OCCOc1ccccc1 (stereo not given) | 4 | 1 | -4 | 0.6 | -5 | -6 | 1 | -2 | -1 | 4
Cc1ccc(NC(=O)c2cc3cccc([N+](=O)[O-])c3[nH]2)cc1 | -5 | 1 | 0 | 0.5 | -4 | 3 | 2 | 5 | 9 | 1
O=C(NCCCNC(=O)c1ccccn1)c1ccc(F)cc1 | -1 | 1 | -11 | 0.1 | -1 | -6 | 7 | 6 | -1 | 0
C[C@]12CCC3c4ccc(OCC(=O)O)cc4CCC3C1CCC2=O (stereo not given in full) | -15 | 0 | -3 | 0.5 | -1 | -2 | 7 | 0 | 0 | -4
O=C(O)C(c1ccccc1)C(O)C1CC=CCC1 (stereo not given) | 4 | 2 | 0 | -0.4 | -1 | 0 | -3 | 4 | 2 | 1
Fc1ccccc1/C=N/n1c(-c2cccnc2)n[nH]c1=S | 1 | -1 | -5 | -0.1 | -2 | -4 | 16 | 6 | 3 | -2
O=C(Nc1cccc(Cl)c1)c1ccc2sc([C@@H]3O[C@H](CO)[C@H](O)[C@H](O)[C@H]3O)nc2c1 | 14 | 1 | -6 | -0.1 | -12 | -4 | 6 | 12 | 0 | 1
COc1nc(=O)n(C2CCCO2)cc1C (stereo not given) | 3 | 2 | -6 | 0.3 | -3 | -5 | -3 | 1 | 5 | 4
COc1ccccc1-c1c(C)nn2c(C)cc(C)nc12 | -5 | 1 | -6 | 0.3 | 4 | -2 | 3 | 1 | -4 | 3
O=C(NNC(=O)c1ccccc1-n1cccc1)c1ccc(Cl)cc1Cl | -3 | 3 | 3 | 0.0 | 1 | 3 | -11 | 1 | 1 | 1
CC(O)CN1CCN(C(=O)CN2C(=O)NC(c3ccccc3)(c3ccccc3)C2=O)CC1 (stereo not given) | -9 | 0 | -2 | 0.6 | -6 | -10 | 2 | 7 | -5 | 4
Cc1cccc(C(C#N)c2ccc(Cl)nn2)c1 (stereo not given) | -7 | 0 | 5 | -0.5 | 3 | 2 | -11 | -5 | 0 | 1
CCCOc1ccc(CSC(=N)N)cc1C(=O)OC | 3 | 5 | -8 | -0.6 | 1 | -4 | 5 | 3 | -53 | -2
CN(C)C(CNC(=O)CN1C(=O)NC2(CCc3ccccc32)C1=O)c1ccco1 (stereo not given) | -3 | 3 | -2 | -1.0 | 4 | -1 | 0 | -5 | 0 | 0
CCn1c(SCC(=O)N/N=C/c2ccc(O)c(OC)c2)nc2ccccc21 | -14 | 5 | 3 | 0.1 | -5 | 1 | -13 | 4 | -1 | 3
COc1cnc(-c2ccccn2)nc1Sc1ccccc1Cl | 8 | 0 | 3 | -0.1 | -8 | 3 | 3 | -9 | 5 | -2
CC1(C)Cc2cccc(OCC(=O)N3CCN(c4ccccc4Cl)CC3)c2O1 | -5 | -3 | -7 | 0.5 | -3 | 0 | 12 | 5 | 1 | 4
COc1ccc(-c2cc(C(=O)OCC(=O)NC(C)C)c3ccccc3n2)cc1 | 6 | 0 | -407 | 21* | -1 | -44 | 10 | 0 | -267 | 2
CC(=O)Nc1sc(NC(=O)c2ccccc2)nc1-c1cccs1 | 1 | 4 | -15 | -0.7 | -8 | -1 | 3 | 2 | -12 | 0
CN(C)c1c(F)cc(C(=O)NCc2ccccc2)cc1F | -5 | 2 | -1 | 0.3 | 0 | 2 | -3 | -3 | 8 | -2
Cc1c(OCC(N)=O)ccc2c(-c3ccccc3)cc(=O)oc12 | 1 | 1 | -31 | 0.6 | 0 | -3 | 18 | -1 | -17 | 2
Cc1cccc(C)c1-n1nnnc1S(=O)(=O)Cc1ccccc1Cl | -4 | 2 | 1 | 0.1 | 4 | 1 | -7 | 2 | -1 | 1
CN(CC(=O)Nc1ccccc1Br)C(=O)c1cccc([N+](=O)[O-])c1 | -8 | 0 | -8 | -0.3 | 7 | 0 | 3 | -6 | 0 | -1
Cn1c(N)c(N=Nc2ccc(S(N)(=O)=O)cc2)c(=O)n(C)c1=O | -14 | -8 | -4 | 0.5 | -7 | -2 | -14 | 12 | 0 | -8
CN(C)C1(CNC(=O)c2cccc(S(=O)(=O)Nc3ccc(Br)cc3)c2)CCCCC1 | -5 | -3 | -6 | -0.4 | 1 | -1 | -5 | 8 | 3 | 0
COc1ccc(NC(=O)c2c([N+](=O)[O-])c(C(C)(C)C)nn2C)cc1 | 4 | 2 | -6 | -0.4 | -8 | -1 | -4 | 1 | 2 | 5
O=C(COc1ccccc1)N1CCN(S(=O)(=O)c2ccc(Cl)cc2)CC1 | 14 | 0 | 0 | -0.3 | -1 | -5 | 9 | -8 | -1 | 7

Full records, quoted from the list. Screens in order: ASAP1 inh, UHRF1 binding, PLC-beta3 inh, proKLK7 act, Tn6 DDE FP, ADAM17 inh, ARFGAP1 inh, DDE Tn7 FP inh, PLC-gamma1 inh, MBD2 inh
CN(CC(=O)Nc1ccccc1Br)C(=O)c1cccc([N+](=O)[O-])c1 as listed: -8, 0, -8, -0.3, 7, 0, 3, -6, 0, -1
CC(=O)Nc1sc(NC(=O)c2ccccc2)nc1-c1cccs1 as listed: 1, 4, -15, -0.7, -8, -1, 3, 2, -12, 0

(next part)
SMILES | ASAP1 inh | UHRF1 binding | PLC-beta3 inh | proKLK7 act | Tn6 DDE FP | ADAM17 inh | ARFGAP1 inh | DDE Tn7 FP inh | PLC-gamma1 inh | MBD2 inh
Cc1ccc(N2C(=O)[C@@H]3C(c4ccc(F)cc4)=NO[C@@H]3C2=O)cc1 | 3 | 4 | 3 | 0.2 | -1 | -2 | 1 | 9 | 4 | 10
O=C(Nc1ccc(Cl)cc1)c1cc(S(=O)(=O)N2CCCCC2)ccc1N1CCOCC1 | -1 | -1 | 6 | -0.2 | 3 | -1 | 7 | -2 | 2 | -5
COc1ccc(Cc2c(C(C)(C)C)nc3ccc(Cl)cn23)c(C)c1 | -2 | -1 | -17 | -1.7 | 3 | 0 | 13 | -2 | -14 | -4
COc1c(C)cc(C(=O)C2CCCN(C(=O)c3csc(C)n3)C2)cc1C (stereo not given) | 3 | 2 | -4 | -0.2 | -2 | -4 | -11 | 0 | -2 | 2
COc1ccccc1OCCNC(=O)C(CCSC)NS(=O)(=O)c1ccccc1F (stereo not given) | -1 | -3 | -3 | 0.1 | 12 | -1 | -1 | -4 | 1 | -1
CCN(CC(=O)Nc1ccccc1OC)C(=O)c1ccc2[nH]c3c(c2c1)CC(C)CC3 (stereo not given) | -6 | 2 | -68 | 5.6 | 4 | -3 | -5 | -5 | -48 | 5
CCCCNC(=O)CSc1nc2ccc(NC(=O)CSc3nnc(N)s3)cc2s1 | -7 | -3 | 3 | -0.5 | -1 | -1 | 0 | -2 | 4 | 0
